IL1B cytotox – cytotoxicity in IL-1B stimulated HUVEC, primary screen, cytotoxicity control for IL-1B NFkB translocation project, imaging, Hoechst nuclear count, IL-1B stimulus; AID 845, 2007; HUVEC cell count loss; cell count reduction, % at 2 µM; actives 0.41% (n = 94,000);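 active means cell count reduction more than 3 SD above the screen-wide mean, cut at about 70% in these data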;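 further: normalized per plate to untreated control cells as the no-loss baseline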
Calb biofilm kill – clotrimazole potentiators killing Candida biofilms, primary screen, with clotrimazole, Alamar Blue | C. albicans biofilm + clotrimazole | actives 0.14% (n = 85,000) | inhibition, % at 6 µM;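 active means inhibition above 20%; inactive means inhibition below 20%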;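 further: preformed 24 hr biofilms exposed to compound for 48 hr; 0% = biofilm without compound and 100% = blank killed by clotrimazole plus chlorhexidine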
ERb coact inh – inhibitors of ERβ-SRC1 coactivator interaction, primary screen, biochemical, TR-FRET, ERβ LBD, SRC-1 peptide | TR-FRET ER-beta LBD / SRC1-Cy5 peptide binding; receptor agonist-loaded with 1 µM estradiol | inhibition, % at 25.6 µM | actives 1.3% (n = 86,000) | AID 633, 2007;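 active means compounds whose percent inhibition of the receptor-coactivator binding signal exceeds about 50% in the single-dose screen, limit read from the data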;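 further: 0% = receptor plus peptide wells without compound and 100% = peptide-only wells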
Target sequence (Q92731 whole entry, looked up, the tested form may be a part): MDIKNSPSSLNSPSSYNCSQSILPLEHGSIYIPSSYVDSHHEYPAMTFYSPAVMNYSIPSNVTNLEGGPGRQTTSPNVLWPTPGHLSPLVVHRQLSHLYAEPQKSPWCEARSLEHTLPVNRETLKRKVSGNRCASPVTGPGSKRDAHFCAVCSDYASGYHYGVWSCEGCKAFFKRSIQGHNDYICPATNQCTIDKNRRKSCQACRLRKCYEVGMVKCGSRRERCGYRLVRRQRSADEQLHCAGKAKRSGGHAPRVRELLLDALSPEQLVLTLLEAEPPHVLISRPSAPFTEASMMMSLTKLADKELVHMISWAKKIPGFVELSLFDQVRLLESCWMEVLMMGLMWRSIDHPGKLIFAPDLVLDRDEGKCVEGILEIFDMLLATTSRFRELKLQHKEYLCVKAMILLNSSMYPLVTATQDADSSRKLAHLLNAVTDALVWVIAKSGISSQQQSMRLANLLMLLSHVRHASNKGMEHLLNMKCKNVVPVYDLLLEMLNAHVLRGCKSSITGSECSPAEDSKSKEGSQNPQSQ
Smad3 FoxH1 inh – Smad3/FoxH1 peptide binding inhibitors, primary screen, biochemical, TR-FRET. TR-FRET Smad3/Dy647-FoxH1 peptide binding, europium anti-His. Mothers against decapentaplegic homolog 3 (Homo sapiens), P84022. actives 0.29% (n = 88,000). inhibition, % at 25 µM. AID 630, 2007;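 active means compounds that reduce the energy-transfer binding signal between the protein and its labelled peptide by more than half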;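 further: 0% = Smad3 plus labelled peptide maximal FRET and 100% = peptide-only background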
Target sequence (P84022 whole entry, looked up): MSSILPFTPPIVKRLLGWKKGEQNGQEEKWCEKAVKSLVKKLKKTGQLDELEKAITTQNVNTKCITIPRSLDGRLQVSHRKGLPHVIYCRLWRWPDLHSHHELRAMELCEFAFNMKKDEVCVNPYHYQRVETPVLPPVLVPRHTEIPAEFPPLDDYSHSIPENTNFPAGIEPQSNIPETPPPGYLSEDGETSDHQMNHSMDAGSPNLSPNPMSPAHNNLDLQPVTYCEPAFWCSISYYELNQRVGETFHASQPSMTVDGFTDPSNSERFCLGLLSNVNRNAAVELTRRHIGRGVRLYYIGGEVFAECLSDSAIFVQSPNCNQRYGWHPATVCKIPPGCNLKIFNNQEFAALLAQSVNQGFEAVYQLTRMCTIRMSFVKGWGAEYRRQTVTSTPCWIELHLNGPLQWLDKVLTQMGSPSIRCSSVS
* = called active by the depositor; x = not tested or not shown; [ ] = another dose, or the depositor's remark. A portion of the library, so the mix of outcomes need not match the whole.

Abbreviations – A = IL1B cytotox; B = Calb biofilm kill; C = ERb coact inh; D = Smad3 FoxH1 inh
CC(C)(C)c1ccc(CN2CCN([C@H](c3ccccc3)c3ccc(Cl)cc3)CC2)cc1
  A: x | B: x | C: x | D: 10

O=C(O)C[C@H]1OCC=C2C[N+]3([O-])CC[C@@]45c6ccccc6N[C@@H]4[C@@H]1[C@@H]2C[C@H]53 (some centres undefined)
  A: x | B: x | C: x | D: 1

CC[C@H](CN(C)C)C(=O)c1ccco1
  A: x | B: x | C: x | D: -10

CC(C)(C)c1ccc(OC(=O)Nc2ccc(O)c(C(=O)O)c2)cc1
  A: x | B: x | C: x | D: 65*

O=C(Nc1ccc(-c2cn3ccccc3n2)cc1)c1cc(Br)ccc1O
  A: x | B: x | C: x | D: -6

Cc1cc(CN2CCCCC2)c(O)c(CN2CCCCC2)c1
  A: x | B: x | C: x | D: 25

Cc1cc(N2CCCCC2)nc2ccc(Cc3ccc4nc(N5CCCCC5)cc(C)c4c3)cc12
  A: x | B: x | C: x | D: 10

Nc1nc2nc3c(nc2c(=O)[nH]1)CN(c1ccc(C(=O)O)cc1)C3=O
  A: x | B: x | C: x | D: 15

c1ccc(CCCNc2nnnc3ccccc23)cc1
  A: x | B: x | C: x | D: 2

O=C1c2ccccc2N[C@H](c2cc(Cl)cc(Cl)c2O)N1CCc1ccccn1
  A: x | B: x | C: x | D: 6

CCc1ccc2c(c1)N(C[C@H](C)CN(C)C)c1ccccc1S2
  A: x | B: x | C: x | D: -5

CCn1c(CCCc2nc3c([nH]2)c(=O)n(C)c(=O)n3C)nc2c1c(=O)n(C)c(=O)n2C
  A: x | B: x | C: x | D: 7

O=C(O)/C=C/C(=O)Nc1ncn[nH]1
  A: x | B: x | C: x | D: -12

C[N+]1(CCN=C=NC2CCCCC2)CCOCC1
  A: x | B: x | C: x | D: 15

O=C(O)Cn1ccnc1[N+](=O)[O-]
  A: x | B: x | C: x | D: 0

O=C(O)c1nc(-c2ccccc2)[nH]c1C(=O)O
  A: x | B: x | C: x | D: -2

CSCC[C@@H](C(=O)O)N(C)C
  A: x | B: x | C: x | D: 2

c1ccc(/C(=N\Nc2nc3ccccc3s2)c2ccccn2)cc1
  A: x | B: x | C: x | D: 20

C[N+](C)(C)CCN[N@+]1(C)CCCc2ccccc21
  A: x | B: x | C: x | D: 103*

CCc1ccc(CCC(=O)O)nc1
  A: x | B: x | C: x | D: -8

O=C1NC(=O)[C@@](Cc2ccccc2)(c2cccnc2)N1
  A: x | B: x | C: x | D: -5

Cc1c(N2CCCC2)cc2c(c1NC(=O)c1ccccc1Cl)C(C)(C)CC2(C)C
  A: x | B: x | C: x | D: 11

N/C(CC/C(N)=N\O)=N\O
  A: x | B: x | C: x | D: -12

CN(C)c1ccc2nc3c(C(=O)O)cc(=O)c(O)c-3oc2c1
  A: x | B: x | C: x | D: 19

CCOC(=O)Nc1nc(-c2ccccc2)c(C)s1
  A: x | B: x | C: x | D: 27

CC(=O)[C@H]([C@@H](c1ccccc1)N1CCOCC1)N1CCOCC1
  A: x | B: x | C: x | D: 17

O=c1ccnc(SCc2ccc(Cl)cc2)[nH]1
  A: x | B: x | C: x | D: -8

Cc1ccc2nc(-c3ccc(NC(=O)c4ccc(N)cc4)c(S(=O)(=O)O)c3)sc2c1
  A: x | B: x | C: x | D: 15

N/C(CC(=O)Nc1cc(C(F)(F)F)ccc1Cl)=N\O
  A: x | B: x | C: x | D: 5

C#CCSc1n[nH]c(-c2ccco2)n1
  A: x | B: x | C: x | D: -11

N#C[C@H]1CN[C@H](N)N[C@@H]1N
  A: x | B: x | C: x | D: -15

O=C(O)c1cc(Cl)cc(Cc2cc(Cl)cc(C(=O)O)c2O)c1O
  A: x | B: x | C: x | D: 15

N[C@@H](Cc1ncccn1)C(=O)O
  A: x | B: x | C: x | D: 3

CC1(C)S[C@H]2[C@H](NC(=O)Cc3ccccc3)C(=O)N2[C@@H]1C(=O)O
  A: x | B: x | C: x | D: -1

Cc1nc2ccccc2nc1N1CCCC1
  A: x | B: x | C: x | D: 7

Nc1ccc(S(=O)(=O)Nc2cnc3ccccc3n2)cc1
  A: x | B: x | C: x | D: 11

O=C(O)CCCc1ccc2ccccc2c1
  A: x | B: x | C: x | D: 12

Cc1c2cnccc2c(C)c2c1c1ccccc1n2CCOC(=O)c1ccccc1
  A: x | B: x | C: x | D: -7

CN(C(=O)c1ccncc1)c1ccccc1
  A: x | B: x | C: x | D: -7

C[C@@H](N=C(N)N)C(=O)O
  A: x | B: x | C: x | D: -5

CN(C)S(=O)(=O)c1ccc(Nc2ccc(O)c3c2C(=O)c2c([N+](=O)[O-])ccc(O)c2C3=O)cc1
  A: x | B: x | C: x | D: 30

O=C1Oc2ccccc2C(=O)/C1=C/N1C(=O)N/C(=C\c2ccccc2O)C1=O
  A: x | B: x | C: x | D: 1

CC(C)Cn1cnc2c(SCc3ccccn3)nc(N)nc21
  A: x | B: x | C: x | D: 14

Clc1ccc2c(N3CCC(CCC4CCN(c5ncnc6cc(Cl)ccc56)CC4)CC3)ncnc2c1
  A: x | B: x | C: x | D: -8

O=C(O)C/C(=C/c1ccco1)C(=O)O
  A: x | B: x | C: x | D: 6

C[C@@H](C(=O)O)/C(=C/c1ccc2c(c1)OCO2)C(=O)O
  A: x | B: x | C: x | D: -1

Cc1ccc(N=Nc2c(O)c(S(=O)(=O)O)cc3cc(S(=O)(=O)O)ccc23)c(C)c1
  A: x | B: x | C: x | D: -11

Cc1c(S(=O)(=O)O)ccc(N=Nc2c(O)c(C(=O)O)cc3ccccc23)c1Cl
  A: x | B: x | C: x | D: 6

O=C(O)c1ccccc1/C=N/N=C1c2ccccc2-c2ccccc21
  A: x | B: x | C: x | D: 62*

CCCCNN
  A: x | B: x | C: x | D: 5

The listing continues.
Abbreviations – A = IL1B cytotox; B = Calb biofilm kill; C = ERb coact inh; D = Smad3 FoxH1 inh
CC(=O)[C@@H](C)CCO[C@]1(C)OCC[C@@H]1C
  A: x | B: x | C: x | D: -5

O=C(O)c1cc(-c2ccc(-c3ccc(-c4cc(C(=O)O)c5cc(Cl)ccc5n4)cc3)cc2)nc2ccc(Cl)cc12
  A: x | B: x | C: x | D: -17

O=C(O)C12CC3(C(=O)O)CC(C(=O)O)(CC(C(=O)O)(C1)C3=O)C2=O
  A: x | B: x | C: x | D: 9

O=C1C=C(N2CCN(c3ccccn3)CC2)C(=O)c2c(O)ccc(O)c21
  A: x | B: x | C: x | D: 23

C(=Nc1ccc2c(c1)Cc1ccccc1-2)c1ccccn1
  A: x | B: x | C: x | D: 2

COc1cc(C)cc2c(-c3c(O)cc(O)c4c3C[C@H](C)N[C@@H]4C)cc(-c3cc(-c4c(O)cc(O)c5c4C[C@H](C)N[C@@H]5C)c4cc(C)cc(OC)c4c3O)c(O)c12
  A: x | B: x | C: x | D: 4

O=C(O)/C=C/C(=O)Nc1ccccn1
  A: x | B: x | C: x | D: 1

CC1=N[C@@](C)(COC(=O)[C@]2(C)N[C@](C)(CO)CO2)COC1=O
  A: x | B: x | C: x | D: -1

C[C@H](CCC(=O)NN)[C@@H]1CC[C@@H]2[C@H]3CC[C@H]4C[C@@H](O)CC[C@]4(C)[C@@H]3CC[C@]21C
  A: x | B: x | C: x | D: 7

CN(CCc1ccccn1)c1ccc2c(c1)Cc1ccccc1-2
  A: x | B: x | C: x | D: 7

Cc1cc(C)c(O)c(Cc2cccc(Cc3cc(C)cc(C)c3O)c2O)c1
  A: x | B: x | C: x | D: 4

O=C(Nc1cccc2ccccc12)c1ccccc1
  A: x | B: x | C: x | D: 13

CCn1c2ccccc2c2nnc(NCCCO)nc21
  A: x | B: x | C: x | D: -5

CC(C)(C)c1ccc(O)c(CN(Cc2cc(C(C)(C)C)ccc2O)c2ccccc2)c1
  A: x | B: x | C: x | D: 43

COc1ccc(CN2CC(C(=O)NCCCN3CCN(Cc4ccccc4)CC3)CC2=O)cc1 (centres undefined)
  A: x | B: 9 | C: x | D: x

CCCOC(=O)c1[nH]c2c(c1C)C(=O)CC(c1ccc(OC)c(OC)c1)C2 (centres undefined)
  A: x | B: 11 | C: x | D: x

O=C(NCc1ccccc1)C1CCCN(S(=O)(=O)c2cccc3nonc23)C1 (centres undefined)
  A: x | B: 4 | C: x | D: x

CC1=C(c2ccc(Cl)cc2)[N+](=O)C(C)(C)N1[O-]
  A: x | B: 8 | C: x | D: x

COc1cc(/C=N/n2cnnc2)ccc1OCC(=O)N1CCOCC1
  A: x | B: 5 | C: x | D: x

CCOC(=O)c1sc2ccc(S(=O)(=O)N3CC(C)CC(C)C3)cc2c1N (centres undefined)
  A: x | B: 4 | C: x | D: x

Pulled one by one from above:
Abbreviations – A = IL1B cytotox; B = Calb biofilm kill; C = ERb coact inh; D = Smad3 FoxH1 inh
COc1cc(/C=N/n2cnnc2)ccc1OCC(=O)N1CCOCC1
  A: x | B: 5 | C: x | D: x

COc1ccc(CN2CC(C(=O)NCCCN3CCN(Cc4ccccc4)CC3)CC2=O)cc1 (centres undefined)
  A: x | B: 9 | C: x | D: x

Cc1cc(C)c(O)c(Cc2cccc(Cc3cc(C)cc(C)c3O)c2O)c1
  A: x | B: x | C: x | D: 4

CCn1c2ccccc2c2nnc(NCCCO)nc21
  A: x | B: x | C: x | D: -5

CCCOC(=O)c1[nH]c2c(c1C)C(=O)CC(c1ccc(OC)c(OC)c1)C2 (centres undefined)
  A: x | B: 11 | C: x | D: x

CCOC(=O)c1sc2ccc(S(=O)(=O)N3CC(C)CC(C)C3)cc2c1N (centres undefined)
  A: x | B: 4 | C: x | D: x

(list continues)
Abbreviations – A = IL1B cytotox; B = Calb biofilm kill; C = ERb coact inh; D = Smad3 FoxH1 inh
COc1cc(NS(=O)(=O)c2ccc(Cl)cc2)c(C(=O)O)cc1OC
  A: x | B: -1 | C: x | D: x

Cc1cc(C)n(CC2CC(=O)N(c3ccc(Cl)c(Cl)c3)C2=O)n1 (centres undefined)
  A: x | B: 8 | C: x | D: x

CCOC(=O)Cc1nnc(NC(=O)c2ccccc2OCC)s1
  A: x | B: 0 | C: x | D: x

Cc1cccc(NC(=O)C2CCN(S(=O)(=O)c3cccc4nsnc34)CC2)c1
  A: x | B: -3 | C: x | D: x

CC(=O)Nc1ccc(S(=O)(=O)NCC2CCC(C(=O)NC3CCCCCC3)CC2)cc1 (centres undefined)
  A: x | B: 4 | C: x | D: x

O=C(Nc1ccc(OC(F)(F)F)cc1)C1=NCCN1
  A: x | B: 5 | C: x | D: x

CC(=O)N1CCCc2cc(S(=O)(=O)N3CCC(C)CC3)ccc21
  A: x | B: -1 | C: x | D: x

CC1CCN(C2CC(=O)N(c3ccc(Br)cc3Br)C2=O)CC1 (centres undefined)
  A: x | B: 6 | C: x | D: x

Cc1cc(NC(=O)c2ccccc2-c2ccccc2C(=O)O)no1
  A: x | B: 9 | C: x | D: x

CC1CCN(S(=O)(=O)c2cccc(C(N)=O)c2)CC1
  A: x | B: 9 | C: x | D: x

Cc1ccc(NC(=O)CCNS(=O)(=O)c2cccc3nsnc23)cc1
  A: x | B: -4 | C: x | D: x

O=C(Nc1nc(-c2ccccn2)cs1)c1ccc(S(=O)(=O)N2CCCCC2)cc1
  A: x | B: 7 | C: x | D: x

Cc1nc2c(C(=O)NCCc3ccccc3Cl)c[nH]n2c(=O)c1Cl
  A: x | B: 5 | C: x | D: x

CCOc1nc(NC(=O)NS(=O)(=O)Oc2cccc(Cl)c2)nc(-c2ccccc2)n1
  A: x | B: 1 | C: x | D: x

CSc1nc2ccccc2n1CC(=O)Nc1ccc(C)c(C)c1
  A: x | B: 1 | C: x | D: x

COc1cc2[nH]c(=O)n3nc(-c4ccccc4)nc3c2cc1OC
  A: x | B: 10 | C: x | D: x

O=S(=O)(c1ccc(Br)cc1)N1CCCN(Cc2ccccc2F)CC1
  A: x | B: 1 | C: x | D: x

Cc1ccc(C(C#N)N2CCOCC2)cc1 (centres undefined)
  A: 0 | B: x | C: x | D: x

CCN(CC)C(=O)C1CCCN(c2ncnc3c2cnn3-c2cccc(C)c2)C1 (centres undefined)
  A: x | B: x | C: -6 | D: -3

COc1cccc(NC2=CC(=O)CC(C)(C)C2)c1
  A: x | B: x | C: -8 | D: 11

CC1CC(C)CN(C(=O)COC(=O)c2cc3ccccc3cc2O)C1 (centres undefined)
  A: x | B: x | C: -10 | D: 10

CCCc1cc(=O)n2[nH]c(C)c(-c3ccccc3)c2n1
  A: x | B: x | C: -2[fluorescence artefact?] | D: -2

O=C(Nc1nc(-c2cc(Cl)sc2Cl)cs1)c1cccs1
  A: x | B: x | C: 21 | D: 4

Cc1cc(C)n(-c2ccc(Cl)c(C(=O)OCC(=O)N3CCCCC3C)n2)n1 (centres undefined)
  A: x | B: x | C: 14[fluorescence artefact?] | D: 10[fluorescence artefact?]

CCOC(=O)C1CCN(C(=O)CSCCSCC(=O)N2CCC(C(=O)OCC)CC2)CC1
  A: x | B: x | C: -5 | D: 6

COc1cccc(NC(=O)C2CCCN2C(=O)OCc2ccccc2)c1 (centres undefined)
  A: x | B: x | C: -2 | D: -5
